MOR-DOR ag: OPRM1-OPRD1 heterodimerization agonism | hit rate 0.3% among 340,000 | P35372+P41143 | cells, luminescence | activation, % at 9.3 µM; in the data active means activation above about 18%;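 further: 0% = vehicle-treated cells and 100% = reference agonist; values of inactives mirror those of a sister screen read the other way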
Mot1-301 SUMO: blocks SUMOylation pathway, rescuing yeast Mot1-301 growth; S. cerevisiae Mot1-301 growth rescue, ATP luminescence, 38.5C; percent above DMSO median, 100 means doubled; growth rescue, % at 18.8 µM; hit rate 1% among 320,000; AID 2716;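 active means every valid replicate shows activation above 250% relative to neutral control wells; inactive means the rest, any valid replicate at or below 250%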;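 further: OY570 slx delta 5 strain wells were the positive control but not used for scaling; some compounds called inactive have numbers as strong as hits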
DSG3 Ab inh: human desmoglein-3 autoantibody binding inhibition; P32926; DSG3-coupled beads, scFv-anti-DSG3-GFP binding, flow cytometry; stronger effect = lower value; binding (percent of control), % at 10 µM; hit rate 0.48% among 310,000; AID 588358;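 active means binding more than 3 SD below its plate's average and above zero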;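 further: hits lower antibody fragment binding to DSG3; some compounds called inactive have numbers as strong as hits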
Target sequence (P32926 whole entry, looked up, the tested form may be a part): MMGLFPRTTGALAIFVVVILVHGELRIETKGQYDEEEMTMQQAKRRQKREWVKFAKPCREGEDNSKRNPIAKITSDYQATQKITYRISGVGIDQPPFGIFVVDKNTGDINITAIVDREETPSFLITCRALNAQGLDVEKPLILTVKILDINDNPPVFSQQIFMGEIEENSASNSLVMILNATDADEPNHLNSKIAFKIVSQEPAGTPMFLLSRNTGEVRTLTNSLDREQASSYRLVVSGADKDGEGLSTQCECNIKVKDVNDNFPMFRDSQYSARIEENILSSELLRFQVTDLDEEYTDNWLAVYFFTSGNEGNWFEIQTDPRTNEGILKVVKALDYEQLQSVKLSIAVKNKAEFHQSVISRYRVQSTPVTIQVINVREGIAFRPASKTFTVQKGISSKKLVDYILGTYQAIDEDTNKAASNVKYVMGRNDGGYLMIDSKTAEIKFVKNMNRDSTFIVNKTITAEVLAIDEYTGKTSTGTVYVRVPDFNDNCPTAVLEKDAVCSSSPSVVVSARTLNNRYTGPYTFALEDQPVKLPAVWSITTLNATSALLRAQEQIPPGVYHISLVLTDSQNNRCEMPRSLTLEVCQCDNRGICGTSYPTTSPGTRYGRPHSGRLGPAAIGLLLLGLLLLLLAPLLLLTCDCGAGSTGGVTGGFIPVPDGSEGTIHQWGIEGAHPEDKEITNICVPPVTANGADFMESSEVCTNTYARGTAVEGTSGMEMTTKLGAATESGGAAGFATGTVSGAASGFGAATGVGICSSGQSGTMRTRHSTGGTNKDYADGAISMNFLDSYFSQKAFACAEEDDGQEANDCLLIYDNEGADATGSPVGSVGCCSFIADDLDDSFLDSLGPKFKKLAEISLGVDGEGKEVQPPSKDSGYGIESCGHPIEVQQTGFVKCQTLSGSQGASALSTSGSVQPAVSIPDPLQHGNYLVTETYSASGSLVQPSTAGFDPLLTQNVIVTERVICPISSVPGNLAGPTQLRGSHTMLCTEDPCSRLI
HTR5A ag ctr: HTR5A agonism, opioid heterodimer counter-screen; HTR5A agonist assay, luminescence, cell-based; P47898; activation, % at 9.3 µM; hit rate 0.61% among 340,000; AID 504692; in the data active means activation mostly above about 9.5%, no sharp cut-off; inactive means mostly below about 7.6%;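 further: 0% = cells with vehicle only and 100% = reference agonist; strong numbers were not always called active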
E coli growth: bacterial growth inhibition, counter-screen for AddAB inhibitors; hit rate 0.27% among 330,000; inhibition, % at 11.9 µM; AID 449728; E. coli V3065 growth, OD600 absorbance, 18 h;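 active means inhibition above the campaign's mean inhibition across all tested compounds plus 3 SD, cut at about 9.9% in these data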;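 further: uninfected addAB+ strain grown without phage in ampicillin broth; 0% = DMSO wells and 100% = ciprofloxacin 0.95 µg/ml wells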
AddAB inh: less growth of phage-infected E. coli with AddAB; AID 435030; E. coli expressing H. pylori AddAB, absorbance growth; hit rate 0.29% among 330,000; inhibition, % at 11.9 µM; in the data active means inhibition above about 12%;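 further: 0% = vehicle wells of infected cells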
phage Ecoli inh: E. coli growth loss with phage present. growth absorbance. inhibition, % at 11.9 µM. hit rate 0.26% among 360,000. AID 651602; in the data active means inhibition above about 11%
PfHsp90 yeast 2: growth inhibition of yeast expressing Plasmodium Hsp90; S. cerevisiae expressing PfHsp90, BacTiter-Glo ATP, 48 h; yeast lacking PDR1 and PDR3 efflux regulators; inhibition, % at 9.4 µM; hit rate 0.32% among 310,000; AID 504621;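 active means every replicate shows inhibition above about 80%, whatever the replicate mean, limit read from the data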;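 further: 0% = DMSO neutral controls and 100% = 20 µM radicicol positive controls; yeast relying on Plasmodium falciparum Hsp90 in place of its own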
OPRM1-OPRD1 inv: inverse agonists of human mu-delta opioid receptor heterodimerization; P35372+P41143; cell-based MOR-DOR heterodimer luminescence, inverse agonism; inhibition, % at 9.3 µM; hit rate 0.21% among 340,000; AID 504357; in the data active means inhibition above about 22%, passing the limit was not always enough;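 further: 0% = cells with DMSO and 100% = wells without cells with DMSO; values of inactives mirror those of a sister screen read the other way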
PKA-R1A activ: PKA-R1A complex activation; hit rate 0.083% among 340,000; PKA-R1A dissociation, Cy5-IP20 fluorescence polarization; scaled: DMSO 0%, 113 µM cGMP 100%; P00514+P68181; activation, % at 11.4 µM;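 active means percent activation above the mean of all tested compounds plus 3 SD, cut at about 19% in these data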;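 further: higher means more PKAc released from R1A so a rise in polarization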
HTR5A inv ag: counter-screen for OPRM1-OPRD1 inverse agonists: human HTR5A inverse agonism; HTR5A cell line, luminescence; inhibition, % at 9.3 µM; hit rate 0.083% among 340,000; in the data active means inhibition mostly above about 23%, no sharp cut-off; inactive means mostly below about 18%;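 further: 0% = cells with DMSO and 100% = no-cell wells with DMSO; some compounds called inactive have numbers as strong as hits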
* marks the source's active call; other numbers are inactive results; . = not tested or not shown.

SMILES | MOR-DOR ag | Mot1-301 SUMO | DSG3 Ab inh | HTR5A ag ctr | E coli growth | AddAB inh | phage Ecoli inh | PfHsp90 yeast 2 | OPRM1-OPRD1 inv | PKA-R1A activ | HTR5A inv ag
CC(C)(C)CC(C)(C)SSc1n[nH]c(=S)s1 | -2.2 | . | 93 | -3 | . | . | 2.3 | . | 12 | 2 | 11
Cc1cccc2c1CCCC2=O | -0.6 | . | 102 | 3 | . | . | 0.6 | 3 | 3 | -5 | -10
COc1cccc(NC(=O)/C=C/c2ccccc2[N+](=O)[O-])c1 | -0.2 | 2 | . | 0 | 0.3 | 3.6 | 2.5 | -1 | 1 | -9 | 21
COc1ccccc1C(=O)NCC(=O)NNC(=O)c1cccs1 | 2.4 | 0 | . | -2 | -0.4 | 1.5 | 6.0 | -18 | -10 | 0 | 6
CC(C)(C)c1ccc(C(=O)Nc2ccc(C(=O)N3CCOCC3)cc2)cc1 | -1.7 | -9 | 118 | 8 | 2.2 | 3.0 | 4.0 | -16 | 9 | -7 | -10
CCOc1ccc(C(C)C)cc1S(=O)(=O)n1ccnc1C | -1.4 | 566 | 96 | 1 | 2.8 | 2.7 | 2.9 | -2 | 7 | -4 | -5
Cc1ccc2nsnc2c1S(=O)(=O)NC1CC1 | -1.5 | -15 | 100 | 4 | 2.7 | 1.6 | 1.6 | -5 | 9 | -5 | -4
COC(=O)C1=C(C)N(Cc2ccccc2)C(=O)N[C@H]1c1cccc(F)c1 | -2.1 | 95 | 99 | -3 | 1.3 | 6.4 | -0.5 | 18 | 12 | -6 | 8
NC(=O)C1(N2CCCCC2)CCN(C(=S)Nc2ccc(Cl)cc2)CC1 | 0.2 | . | 98 | 0 | . | . | 3.3 | -33 | -1 | 1 | -4
Cc1ccc(CC(=O)NCCc2ccc(S(N)(=O)=O)cc2)cc1 | -1.1 | 21 | 92 | 0 | 0.5 | 3.7 | 0.7 | 6 | 5 | 19* | -2
Cc1cccc(NC(=O)CN(C)C(=O)/C=C/c2ccccc2)c1C | -0.8 | . | 98 | 5 | . | . | -0.1 | 9 | 4 | -5 | -29
CC(C)C(=O)Nc1ccc(NC(=O)c2cccs2)cn1 | -0.8 | 196 | 101 | 2 | -5.0 | -0.5 | 1.3 | 14 | 5 | -4 | 17
O=C(COC(=O)c1ccc(NS(=O)(=O)c2cccs2)cc1)Nc1nc2c(F)c(F)c(F)cc2s1 | 0.3 | . | 97 | 5 | . | . | . | -18 | -2 | 5 | -14
COc1ccc(C)cc1S(=O)(=O)N1CCN(c2ccccc2)CC1 | -0.3 | 11 | 117 | 0 | -1.7 | 2.9 | -0.6 | -3 | 2 | 1 | -11
O=C1N=C(N2CCN(c3ccccc3)CC2)SC1Cc1ccccc1 (centres undefined) | -0.4 | 530* | 103 | 4 | -2.0 | 1.0 | 3.3 | 2 | 2 | 4 | -14
N#CCc1ccc(C(=O)c2ccccc2)s1 | -0.1 | -24 | 106 | -6 | 0.7 | 2.1 | 3.4 | . | 0 | 0 | 13
Cc1ccc(SCC(=O)OCC(=O)N(CC(C)C)c2c(N)n(Cc3ccccc3)c(=O)[nH]c2=O)c(C)c1 | -1.1 | -2 | 91 | 2 | -2.4 | -2.4 | 0.9 | . | 6 | -2 | -5
O=C(NC1CCN(Cc2ccccc2Cl)CC1)c1ccccc1 | 0.3 | 2 | 91 | -2 | 2.8 | 2.2 | 0.6 | -7 | -1 | -9 | 6
O=C(NCc1ccc(Cl)s1)c1cc(COc2c(F)cccc2F)on1 | -2.0 | -12 | 114 | -1 | -1.2 | 1.3 | 3.5 | -16 | 10 | 3 | -25
Cc1c(Oc2ccc(C(F)(F)F)cc2[N+](=O)[O-])ccc2c3c(c(=O)oc12)CCC3 | -0.7 | -6 | . | 0 | 3.3 | -0.2 | 3.1 | 2 | 4 | -2 | -32
CC(C)C(NC(=O)c1ccccc1F)C(=O)NCC(c1ccco1)N1CCCCC1 (centres undefined) | -2.1 | 10 | 95 | 6 | -2.2 | -0.9 | 1.6 | . | 11 | -1 | -22
COC(=O)CC1C(=O)NCCN1C(=O)CSc1nc2ccc([N+](=O)[O-])cc2s1 (centres undefined) | 0.4 | -13 | 105 | 5 | -0.7 | 1.3 | 1.7 | 3 | -2 | 8 | -13
CC1(C)CC(=O)C2=C(C1)N(c1ccccc1)C(=O)C(C(=O)OCc1ccccc1)C2 (centres undefined) | -1.5 | . | 106 | -3 | . | . | 3.1 | 32 | 7 | -10 | 10
CSc1nc(NC(C)=O)nc(C)c1Cl | -1.4 | . | 95 | 9 | . | . | 0.1 | 15 | 7 | 0 | -21
CCN(CC)S(=O)(=O)c1ccc2[nH]cc(C(=O)NCCC3=CCCCC3)c(=O)c2c1 | 1.5 | . | 101 | 5 | -0.9 | -0.3 | 1.1 | -12 | -7 | -7 | -11

Reformatted: 4 of the compounds above.
smiles	MOR-DOR ag	Mot1-301 SUMO	DSG3 Ab inh	HTR5A ag ctr	E coli growth	AddAB inh	phage Ecoli inh	PfHsp90 yeast 2	OPRM1-OPRD1 inv	PKA-R1A activ	HTR5A inv ag
Cc1cccc2c1CCCC2=O	-0.6	.	102	3	.	.	0.6	3	3	-5	-10
COc1cccc(NC(=O)/C=C/c2ccccc2[N+](=O)[O-])c1	-0.2	2	.	0	0.3	3.6	2.5	-1	1	-9	21
COc1ccccc1C(=O)NCC(=O)NNC(=O)c1cccs1	2.4	0	.	-2	-0.4	1.5	6.0	-18	-10	0	6
CC(C)(C)c1ccc(C(=O)Nc2ccc(C(=O)N3CCOCC3)cc2)cc1	-1.7	-9	118	8	2.2	3.0	4.0	-16	9	-7	-10

(listing goes on)
SMILES | MOR-DOR ag | Mot1-301 SUMO | DSG3 Ab inh | HTR5A ag ctr | E coli growth | AddAB inh | phage Ecoli inh | PfHsp90 yeast 2 | OPRM1-OPRD1 inv | PKA-R1A activ | HTR5A inv ag
O=S(=O)(NCCC1=CCCCC1)c1cccc2nsnc12 | -1.6 | . | 100 | 1 | . | . | 3.1 | -6 | 9 | -8 | -2
Cc1ccc(-c2csc3nc(C)n(-n4cccc4)c(=O)c23)o1 | 1.8 | 11 | 92 | 5 | 0.2 | -0.9 | 2.7 | 4 | -9 | -2 | -12
CC1(C)CC(=O)C2=C(C1)NC(SCC(=O)Nc1ccccc1)=C(C#N)C21CCCCC1 | 6.6 | -5 | . | 2 | 1.0 | 2.8 | 1.7 | 6 | -30 | 5 | 14
O=C(/C=C/Nc1ccc([N+](=O)[O-])cc1Br)c1cccc2ccccc12 | 0.3 | 1 | 84 | 4 | -0.3 | 3.7 | 3.7 | -2 | -2 | 1 | -2
Cc1ccc2[nH]c(=O)c(-c3noc(C(C)C)n3)cc2c1 | -0.4 | -6 | 103 | 2 | -1.8 | -0.6 | 4.2 | 10 | 2 | 1 | -6
O=C(O)c1ccc(S(=O)(=O)NCc2ccc3c(c2)OCO3)cc1 | -4.1 | 8 | 102 | 0 | -0.3 | 0.8 | -0.6 | 26 | 19 | 3 | -1
CCc1ccc(-c2cc(C(=O)O)c3ccccc3n2)s1 | -1.8 | -7 | 100 | 1 | . | . | -1.4 | -10 | 8 | 7 | -2
COC(=O)c1ccc(C)cc1 | -0.8 | . | 102 | 5 | 2.4 | 2.3 | 3.1 | -12 | 4 | -2 | -5
CCCS(=O)(=O)N1CCCC(C(=O)N2CCC(Cc3ccccc3)CC2)C1 (centres undefined) | -0.9 | -3 | 103 | -3 | 1.3 | 0.1 | 3.1 | -8 | 5 | -8 | -22
CCN(CC)S(=O)(=O)c1cc([N+](=O)[O-])ccc1NNC(=O)Nc1ccc(F)cc1 | 1.3 | 10 | 100 | -1 | -0.9 | -1.9 | 1.4 | 12 | -6 | -14 | 4
Cc1cc(C)n(CC(=O)n2c3c(c4ccccc42)CCCC3)n1 | 2.7 | 137 | . | 0 | 2.6 | 5.0 | 2.0 | -3 | -15 | -7 | 5
CC1CCCCN1CCNC(=O)C1CCCN(c2ncnc3c2nc2n3CCCCC2)C1 (centres undefined) | -3.0 | 2 | 100 | 3 | -0.6 | 0.3 | 2.1 | 16 | 16 | 3 | -10
Nc1nonc1-c1nc2ccccc2[nH]1 | -1.0 | 8 | 108 | 1 | -0.6 | 1.0 | 3.6 | -12 | 6 | -26 | -26
CC(=O)Nc1cccc(NC(=O)CS(=O)(=O)c2cn(CC(=O)N3CCCC3)c3ccccc23)c1 | -0.9 | 23 | 104 | 6 | 0.9 | 0.1 | -0.6 | 0 | 5 | 5 | -31
CC(=O)NC1(C(F)(F)F)C(=O)NC(C)=C1C#N (centres undefined) | 0.5 | 1 | 97 | 2 | -1.9 | -0.3 | 2.0 | -41 | -3 | 8 | 3
O=C(CSC1CC(=O)N(CCc2ccccc2)C1=O)Nc1cccc(Cl)c1 (centres undefined) | 3.6 | 314* | 110 | 3 | 0.7 | 3.0 | 3.4 | -30 | -19 | -4 | -3
COc1ccc(NC(=O)c2cc3ccccn3n2)cc1 | 0.2 | 14 | 102 | -3 | 1.5 | 2.5 | 1.5 | 11 | -1 | -12 | -5
CC1=CC(=O)[C@@H](OC(=O)Nc2ccc(C)cc2)[C@@H](c2ccccc2Br)N1C | -3.0 | . | 109 | 1 | . | . | 3.5 | -7 | 14 | -14 | -3
CN(C)CCCn1c2c3ccccc3ccc2c2oc(=O)c3ccccc3c21 | 2.0 | . | 70* | -1 | . | . | 3.0 | -6 | -10 | 1 | 4
CCOC(=O)C(C(=O)NCc1ccc(F)cc1)c1ncc(C(F)(F)F)cc1Cl (centres undefined) | -2.3 | -11 | . | 3 | -1.7 | 4.8 | 3.1 | 3 | 10 | -7 | -7
Cc1ccc(C(=O)Nc2ccccc2C(=O)NCc2ccco2)cc1 | -0.6 | 5 | 94 | 0 | -1.6 | 2.9 | 1.6 | -6 | 3 | -14 | 0
COc1ccc(OC(C)C(=O)NC2CCCCCCC2)cc1 (centres undefined) | -1.7 | -8 | 115 | -3 | 2.3 | 0.9 | 2.8 | -9 | 7 | 9 | 7
CN(CC(=O)Nc1cccc(F)c1)C(=O)c1cccc2ccccc12 | -3.3 | -8 | 105 | 4 | -1.1 | -0.9 | -0.6 | -22 | 13 | -13 | -11
CC1(C)C(C=C(Cl)Cl)C1C(=O)OCc1cccc(Oc2ccccc2)c1 (centres undefined) | -0.1 | 463* | 109 | 0 | -1.2 | 0.4 | 3.3 | 31 | 1 | 2 | -16
O=[N+]([O-])c1cc(S(=O)(=O)N2CCCC2)ccc1OCCOc1ccccc1 | 0.9 | -1 | 100 | -4 | 1.1 | -0.1 | 0.1 | -45 | -4 | -7 | 10
O=C(OC1CCCCC1=O)c1cccc(S(=O)(=O)NCc2ccccc2)c1 (centres undefined) | 1.3 | 13 | 99 | 2 | -1.3 | 0.0 | 1.6 | 11 | -8 | -2 | -2
CCOc1ccc(NC(=O)c2ccc3c(c2)OCCO3)cc1S(=O)(=O)N(CC)CC | -1.9 | 5 | 105 | -1 | -1.1 | 0.3 | 1.5 | 8 | 8 | -1 | 4
C/C(=C\c1cccc(Cl)c1Cl)C(=O)c1c(C)cc(C)[nH]c1=O | -2.1 | 6 | 99 | -2 | 1.0 | 0.7 | -0.4 | -11 | 10 | -4 | 9

Compound activity as filed in PubChem.
